Growth percent in the NCI-60 one-dose screen (48 h, 10 µM unless noted): 100 = growth as untreated, 0 = no growth, -100 = all killed.
SK-MEL-2: SK-MEL-2 melanoma; 77,000 compounds, 4.7% hits; AID 1794763
HS 578T: HS 578T breast cancer. 78,000 compounds, 4.1% hits
SK-MEL-5: SK-MEL-5 melanoma; 80,000 compounds, 6.4% hits
LOX IMVI: LOX IMVI melanoma; 79,000 compounds, 7.4% hits; AID 1794757
MALME-3M: MALME-3M melanoma; 78,000 compounds, 5.8% hits
UACC-62: UACC-62 melanoma | 81,000 compounds, 5.4% hits
SK-MEL-28: SK-MEL-28 melanoma; 81,000 compounds, 4.1% hits
UACC-257: UACC-257 melanoma | 78,000 compounds, 4.4% hits
Numbers without * were called inactive; & = joins results of further samples. How the source made its calls: active means growth percent below 10; inactive means the rest.

`NS(=O)(=O)c1ccc(Nc2nc(SCC(=O)c3ccc([N+](=O)[O-])cc3)nc3ccccc23)cc1` gave SK-MEL-2 106.4, HS 578T 114.4, SK-MEL-5 97.7, MALME-3M 116.6, UACC-62 89.5, SK-MEL-28 117.3 and UACC-257 101.4.
`O=S(=O)(O)c1ccc(N=Nc2ccc(N=Nc3c(O)c(S(=O)(=O)O)cc4cc(S(=O)(=O)O)ccc34)c(S(=O)(=O)O)c2)cc1` gave SK-MEL-2 110.8, HS 578T 103.7, SK-MEL-5 99.6, LOX IMVI 105.0, MALME-3M 112.7, UACC-62 97.2, SK-MEL-28 95.6 and UACC-257 100.8.
`CCOC(=O)/C=C1/S/C(=N\N=C\c2ccc(C(F)(F)F)cc2)N(c2ccccc2)C1=O` gave SK-MEL-2 104.7, HS 578T 98.9, SK-MEL-5 99.7, LOX IMVI 98.7, MALME-3M 127.3, UACC-62 88.9, SK-MEL-28 102.7 and UACC-257 104.8.
`Cc1ccc2sc3c(c2c1)Oc1nc[nH]c(=O)c1C3c1ccc(Cl)cc1` (configuration not stated) gave SK-MEL-2 95.6, HS 578T 94.8, SK-MEL-5 86.6, LOX IMVI 72.1, MALME-3M 100.9, UACC-62 62.4, SK-MEL-28 106.8 and UACC-257 98.8.
Screening C#CCOc1cc(/C=N/Nc2nc(-c3ccc(OC)cc3)cs2)ccc1O returned SK-MEL-2 93.3, HS 578T 95.8, SK-MEL-5 63.7, LOX IMVI 90.9, MALME-3M 86.1, UACC-62 70.8, SK-MEL-28 97.8 and UACC-257 93.2.
For CCOC(=O)c1ccc(NC(=O)Nc2cnn(-c3ccc(S(N)(=O)=O)cc3)c2-c2ccc(OC)cc2)cc1 the results were SK-MEL-2 111.5, HS 578T 89.2, SK-MEL-5 97.9, LOX IMVI 96.5, MALME-3M 111.0, UACC-62 89.9, SK-MEL-28 109.6 and UACC-257 94.5.
Screening NS(=O)(=O)Oc1ccc2c(ccn2C(=O)C23CC4CC(CC(C4)C2)C3)c1 returned SK-MEL-2 115.7, HS 578T 109.2, SK-MEL-5 95.0, LOX IMVI 98.8, MALME-3M 115.0, UACC-62 98.8, SK-MEL-28 100.8 and UACC-257 102.1.
O=C1N(Cc2ccc(OC(F)(F)F)cc2)c2ccccc2S(=O)(=O)N1c1cccnc1Cl was read as SK-MEL-2 64.1, HS 578T 75.2, SK-MEL-5 29.4, LOX IMVI 82.0, MALME-3M 87.8, UACC-62 51.5, SK-MEL-28 88.6 and UACC-257 64.7.
S=c1ssnc1-c1cccs1 was read as SK-MEL-2 102.8, HS 578T 46.6, SK-MEL-5 57.3, LOX IMVI 92.3, MALME-3M 66.3, UACC-62 90.7, SK-MEL-28 112.1 and UACC-257 106.6.
COc1cc(C)c2cc(Cc3ccccc3)ccc2n1 was read as SK-MEL-2 109.4, HS 578T 104.5, SK-MEL-5 98.2, LOX IMVI 98.4, MALME-3M 106.0, UACC-62 106.8, SK-MEL-28 110.8 and UACC-257 99.5.
For Cn1nc(C#N)c(=O)[nH]c1=O the results were SK-MEL-2 108.4, HS 578T 105.2, SK-MEL-5 103.0, LOX IMVI 100.9, MALME-3M 90.9, UACC-62 101.3, SK-MEL-28 114.9 and UACC-257 100.6.
For CCOC(=O)CSCC(C)C(=O)OC (configuration not stated) the results were SK-MEL-2 87.3, HS 578T 108.6, SK-MEL-5 96.1, LOX IMVI 93.8, MALME-3M 104.9, UACC-62 102.3, SK-MEL-28 103.7 and UACC-257 91.9.
For COc1ccc(/C=C2/Sc3c(C)cccc3C2=O)cc1 the results were SK-MEL-2 69.3, HS 578T 83.3, SK-MEL-5 86.0, LOX IMVI 60.4, MALME-3M 68.2, UACC-62 45.8, SK-MEL-28 71.6 and UACC-257 86.5.
`O=[N+]([O-])c1ccc2c(c1)S(=O)c1cc([N+](=O)[O-])ccc1N2` gave SK-MEL-2 104.5, HS 578T 99.7, SK-MEL-5 96.2, LOX IMVI 102.4, MALME-3M 113.4, UACC-62 93.5, SK-MEL-28 104.3 and UACC-257 96.6.
`C=CCc1cc(C)cc2c(OC(C)=O)c(C(C)=O)c(-c3ccccc3)nc12` gave SK-MEL-2 110.1, HS 578T 102.0, SK-MEL-5 105.6, LOX IMVI 97.3, MALME-3M 102.2, UACC-62 102.8 and SK-MEL-28 108.8.
For Cc1ccc(NC(N)=S)cc1 the results were SK-MEL-2 122.0, HS 578T 120.1, SK-MEL-5 112.1, LOX IMVI 93.3, MALME-3M 127.0, UACC-62 112.5, SK-MEL-28 120.8 and UACC-257 114.9.
`CC[C@]1(C#N)C(=O)[C@@](CO[Si](C)(C)C)(O[Si](C)(C)C)[C@H]2[C@H]1N(C(c1ccccc1)c1ccccc1)C(=O)C(=O)N2c1cccc(C2(C)OCC(C)(C)CO2)c1` gave SK-MEL-2 95.7, HS 578T 109.1, SK-MEL-5 103.9, LOX IMVI 94.1, MALME-3M 99.6, UACC-62 93.6, SK-MEL-28 105.7 and UACC-257 101.8.
For CCNC(=O)c1[nH]cc(-c2ccccc2)c1-c1ccccc1OC the results were SK-MEL-2 101.9, HS 578T 92.8, SK-MEL-5 99.4, LOX IMVI 99.6, MALME-3M 98.5, UACC-62 88.1, SK-MEL-28 105.7 and UACC-257 102.6.
For COc1cc(C)c2ccccc2n1 the results were SK-MEL-2 112.9, HS 578T 103.6, SK-MEL-5 98.8, LOX IMVI 98.9, MALME-3M 96.3, UACC-62 105.6, SK-MEL-28 105.5 and UACC-257 113.3.
Cc1ccc(NC(=O)NCCO)cc1 was read as SK-MEL-2 109.3, HS 578T 108.0, SK-MEL-5 108.0, LOX IMVI 96.1, UACC-62 95.6, SK-MEL-28 108.3 and UACC-257 99.5.
Screening COc1ccc(NC(=O)CC(O)c2cccc(N)c2)cc1 (configuration not stated) returned SK-MEL-2 106.4, HS 578T 101.9, SK-MEL-5 100.9, LOX IMVI 100.9, MALME-3M 107.2, UACC-62 100.6, SK-MEL-28 106.7 and UACC-257 93.5.
Screening O=C(OCc1ncc(-c2ccc(C(F)(F)F)cc2)c(NC2CCCCCC2)n1)c1ccc(C(F)(F)F)cc1 returned SK-MEL-2 78.6, HS 578T 79.1, SK-MEL-5 43.6, LOX IMVI 77.4, MALME-3M 21.7, UACC-62 41.9, SK-MEL-28 61.1 and UACC-257 46.1.
Screening Cn1c2ccc(Br)cc2c2c3c(c4c5cc(F)ccc5oc4c21)C(=O)NC3=O returned SK-MEL-2 118.4, HS 578T 111.7, SK-MEL-5 97.3, LOX IMVI 85.6, MALME-3M 109.8, UACC-62 82.3, SK-MEL-28 102.6 and UACC-257 107.5.
CC(=O)N=Cc1ccccc1O was read as HS 578T 80.4, SK-MEL-5 109.5, LOX IMVI 94.4, MALME-3M 101.1, UACC-62 101.7 and SK-MEL-28 110.1.
OC(CBr)CCBr (configuration not stated) was read as SK-MEL-2 124.1, HS 578T 102.6, SK-MEL-5 100.8, LOX IMVI 96.1, MALME-3M 85.6, UACC-62 95.1, SK-MEL-28 107.3 and UACC-257 87.8.
`OCC(O)C(O)C(O)C(O)c1nc2ccccc2[nH]1` (configuration not stated) gave SK-MEL-2 89.8&102.6, HS 578T 114.9&87.8, SK-MEL-5 107.2&98.5, LOX IMVI 98.4&96.9, MALME-3M 100.5&98.3, UACC-62 103.6, SK-MEL-28 111.3&112.1 and UACC-257 88.3&89.5.
CN(C)c1nc(NCCNS(=O)(=O)c2ccc(C3=Nc4c(N)nc(N)nc4NC(c4ccccc4)C3)cc2)nc(Nc2ccc(F)cc2)n1 (configuration not stated) was read as SK-MEL-2 68.6, HS 578T 46.3, SK-MEL-5 33.7, LOX IMVI 3.3*, MALME-3M 36.6, UACC-62 55.9, SK-MEL-28 60.2 and UACC-257 70.8.
CCCCN(CCCC)C(=O)[C@H](CC)[C@@H]1CC[C@@H](C)[C@@H]([C@H](C)[C@@H](O)[C@@H](C)C(=O)[C@H](CC)C2O[C@]3(C=C[C@@H](O)[C@]4(CC[C@@](C)([C@H]5CC[C@](O)(CC)[C@H](C)O5)O4)O3)[C@H](C)C[C@@H]2C)O1 (some centres not stated) was read as SK-MEL-2 -12.4*, HS 578T 14.5, SK-MEL-5 -92.0*, LOX IMVI 2.1*, MALME-3M -15.8*, UACC-62 12.2, SK-MEL-28 39.8 and UACC-257 0.4*.
`COc1cccc(CNC2CCCCC2)c1O` gave SK-MEL-2 112.6, HS 578T 100.2, SK-MEL-5 97.3, LOX IMVI 106.4, MALME-3M 107.7, UACC-62 102.9, SK-MEL-28 110.2 and UACC-257 92.5.
For Cn1c(=O)c2c(c3ccccc31)OC(C)(C)C=C2 the results were SK-MEL-2 145.0, HS 578T 133.6, SK-MEL-5 100.2, MALME-3M 117.5, UACC-62 104.6 and SK-MEL-28 108.8.

3 entries out of the list, ordered by count of non-hydrogen atoms, rising.
CC(=O)N=Cc1ccccc1O was read as HS 578T 80.4, SK-MEL-5 109.5, LOX IMVI 94.4, MALME-3M 101.1, UACC-62 101.7 and SK-MEL-28 110.1.
Screening COc1ccc(NC(=O)CC(O)c2cccc(N)c2)cc1 (configuration not stated) returned SK-MEL-2 106.4, HS 578T 101.9, SK-MEL-5 100.9, LOX IMVI 100.9, MALME-3M 107.2, UACC-62 100.6, SK-MEL-28 106.7 and UACC-257 93.5.
CCCCN(CCCC)C(=O)[C@H](CC)[C@@H]1CC[C@@H](C)[C@@H]([C@H](C)[C@@H](O)[C@@H](C)C(=O)[C@H](CC)C2O[C@]3(C=C[C@@H](O)[C@]4(CC[C@@](C)([C@H]5CC[C@](O)(CC)[C@H](C)O5)O4)O3)[C@H](C)C[C@@H]2C)O1 (some centres not stated) was read as SK-MEL-2 -12.4*, HS 578T 14.5, SK-MEL-5 -92.0*, LOX IMVI 2.1*, MALME-3M -15.8*, UACC-62 12.2, SK-MEL-28 39.8 and UACC-257 0.4*.

(list continues)
For O=C(N/N=C/c1ccc(B(O)O)s1)c1[nH]c2ccc(Br)cc2c1-c1ccccc1 the results were SK-MEL-2 -82.6*, HS 578T -25.7*, SK-MEL-5 -95.3*, LOX IMVI -99.3*, MALME-3M -96.2*, UACC-62 -99.5*, SK-MEL-28 -93.3* and UACC-257 -77.4*.
C=C[C@@H]1C[C@H](O)Cc2ccccc2N1 was read as SK-MEL-2 123.4, HS 578T 104.0, SK-MEL-5 109.7, LOX IMVI 103.8, MALME-3M 112.6, UACC-62 101.6, SK-MEL-28 112.3 and UACC-257 103.9.
CC(C(=O)c1ccccc1)[N+](C)(C)Cc1ccccc1 (configuration not stated) was read as SK-MEL-2 102.3, HS 578T 96.7, SK-MEL-5 98.0, LOX IMVI 96.8, MALME-3M 101.0, UACC-62 93.7, SK-MEL-28 109.5 and UACC-257 93.2.
`Cc1[nH]n(C(N)=O)c(=O)c1N=Nc1ccc(S(=O)(=O)N=C(N)N)cc1` gave SK-MEL-2 111.3, HS 578T 105.1, SK-MEL-5 103.4, LOX IMVI 89.5, MALME-3M 105.3, UACC-62 95.6, SK-MEL-28 98.9 and UACC-257 118.7.
C#CC(C)(O)[C@@H]1C[C@H](CC(=O)O)C1(C)C (some centres not stated) was read as SK-MEL-2 108.4, HS 578T 105.2, SK-MEL-5 115.2, LOX IMVI 98.1, UACC-62 100.2, SK-MEL-28 112.6 and UACC-257 105.3.
For N/C(=N\c1nc2ccccc2s1)NC(=O)Nc1ccc(Cl)cc1Cl the results were SK-MEL-2 -49.9*, HS 578T -26.7*, SK-MEL-5 -56.5*, LOX IMVI -96.8*, MALME-3M -75.2*, UACC-62 -49.8*, SK-MEL-28 -33.2* and UACC-257 18.8.
`O=C(O)c1cc(NC(=O)C(Cl)Cl)cc([N+](=O)[O-])c1` gave SK-MEL-2 93.1, HS 578T 101.6, SK-MEL-5 97.2, LOX IMVI 97.8, MALME-3M 88.0, UACC-62 97.5, SK-MEL-28 107.2 and UACC-257 103.0.
O=C1NC(=S)NC(=O)C1Cn1cnc2ccccc21 was read as SK-MEL-2 106.5, HS 578T 106.5, SK-MEL-5 100.8, LOX IMVI 98.7, MALME-3M 100.9, UACC-62 101.0, SK-MEL-28 108.0 and UACC-257 97.9.
Screening Cc1cc(C2(c3cc(C)c(OCC(O)CNN(C)C)cc3C(C)C)OC(=O)c3ccccc32)c(C(C)C)cc1OCC(O)CNN(C)C (configuration not stated) returned SK-MEL-2 79.0, HS 578T 75.0, SK-MEL-5 80.4, LOX IMVI 79.6, MALME-3M 86.5, UACC-62 50.3, SK-MEL-28 86.9 and UACC-257 81.0.
Screening O=C(Nc1ccc(Cl)cc1)Sc1nnc2sc3ccccc3n12 returned SK-MEL-2 100.5, HS 578T 93.7, SK-MEL-5 96.6, LOX IMVI 94.8, MALME-3M 101.3, UACC-62 92.0, SK-MEL-28 104.8 and UACC-257 107.8.
C1C[S+]2CC[S+]1CC2 was read as SK-MEL-2 100.6, HS 578T 108.4, SK-MEL-5 98.8, LOX IMVI 95.8, MALME-3M 99.9, UACC-62 103.7, SK-MEL-28 117.9 and UACC-257 94.9.
Screening O=C1c2ccccc2-c2c1c1c3ccccc3n(CCCCBr)c1c1c3ccccc3n(CCCCBr)c21 returned SK-MEL-2 106.5, HS 578T 98.0, SK-MEL-5 112.1, LOX IMVI 104.8, MALME-3M 102.9, UACC-62 99.0, SK-MEL-28 125.5 and UACC-257 96.4.

Filtered by structure: those above containing a thiophene ring, fused or not.
`Cc1ccc2sc3c(c2c1)Oc1nc[nH]c(=O)c1C3c1ccc(Cl)cc1` (configuration not stated) gave SK-MEL-2 95.6, HS 578T 94.8, SK-MEL-5 86.6, LOX IMVI 72.1, MALME-3M 100.9, UACC-62 62.4, SK-MEL-28 106.8 and UACC-257 98.8.
S=c1ssnc1-c1cccs1 was read as SK-MEL-2 102.8, HS 578T 46.6, SK-MEL-5 57.3, LOX IMVI 92.3, MALME-3M 66.3, UACC-62 90.7, SK-MEL-28 112.1 and UACC-257 106.6.
For O=C(N/N=C/c1ccc(B(O)O)s1)c1[nH]c2ccc(Br)cc2c1-c1ccccc1 the results were SK-MEL-2 -82.6*, HS 578T -25.7*, SK-MEL-5 -95.3*, LOX IMVI -99.3*, MALME-3M -96.2*, UACC-62 -99.5*, SK-MEL-28 -93.3* and UACC-257 -77.4*.

Screening data as filed in PubChem BioAssay.

Not a hit list; any-hit rate near 11%.
